Bcl-W Bim block – human Bim-Bcl-W interaction inhibition. Q92843. bead-based flow cytometry, Bim peptide-Bcl-W binding. inhibition, % at 10 µM. 190,000 compounds, 0.02% hits;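 note: 0% = bound tracer without compound and 100% = peptide blocker; higher means less fluorescent Bim peptide bound to Bcl-W beads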
Target sequence (Q92843 whole entry, looked up): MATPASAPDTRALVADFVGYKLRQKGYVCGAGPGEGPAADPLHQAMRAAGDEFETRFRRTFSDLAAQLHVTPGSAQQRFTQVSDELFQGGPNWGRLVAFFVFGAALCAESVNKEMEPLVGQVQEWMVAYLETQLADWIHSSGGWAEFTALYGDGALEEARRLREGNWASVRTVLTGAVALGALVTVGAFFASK
Bcl-2 Bim block – inhibitors of Bim-Bcl-2 interaction, human. inhibition, % at 10 µM. Bead-based flow cytometry, Bim peptide-Bcl-2 binding. 190,000 compounds, 0.06% hits. P10415; in the data active = inhibition above about 40%; inconclusive = no clear call, values can overlap the other calls;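 note: 0% = no compound wells with probe peptide and 100% = reference peptide inhibitor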
RGS7-Gao reg – human RGS7-Galphao interaction regulation; Multiplexed bead flow cytometry, RGS7-Galphao binding; actives lie on both sides; binding response (% of control), % at 10 µM; 220,000 compounds, 0.35% hits; AID 1439; in the data active = binding response below about 49% or above about 150%; inconclusive = no clear call, values can overlap the other calls; inactive = in between;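 note: fluorescent Galphao held in activated GDP-AlF4 state binding bead-coupled RGS7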
Target sequence (P09471 whole entry, looked up): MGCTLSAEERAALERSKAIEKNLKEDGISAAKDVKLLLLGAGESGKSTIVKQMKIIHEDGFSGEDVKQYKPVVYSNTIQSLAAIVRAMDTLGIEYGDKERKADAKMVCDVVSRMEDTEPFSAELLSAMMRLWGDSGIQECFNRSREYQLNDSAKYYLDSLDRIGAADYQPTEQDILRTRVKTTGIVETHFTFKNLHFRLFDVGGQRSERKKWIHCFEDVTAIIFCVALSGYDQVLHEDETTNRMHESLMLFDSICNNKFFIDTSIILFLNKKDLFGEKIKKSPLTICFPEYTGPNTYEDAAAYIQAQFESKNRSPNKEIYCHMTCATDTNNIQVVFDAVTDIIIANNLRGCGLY
Bcl-XL Bim block – inhibitors of Bim-Bcl-XL interaction, human | 190,000 compounds, 0.04% hits | AID 1007 | Q07817 | Bim peptide-Bcl-XL binding, bead flow cytometry, fluorescence | inhibition, % at 10 µM
Target sequence (Q07817 whole entry, looked up): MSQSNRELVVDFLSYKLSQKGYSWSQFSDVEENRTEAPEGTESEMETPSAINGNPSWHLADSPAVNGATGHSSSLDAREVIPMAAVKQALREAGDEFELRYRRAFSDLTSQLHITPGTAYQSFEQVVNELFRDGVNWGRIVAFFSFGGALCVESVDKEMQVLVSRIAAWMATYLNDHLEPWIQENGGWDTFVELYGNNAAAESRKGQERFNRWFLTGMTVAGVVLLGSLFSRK
GSH bead fluor – GSH bead compound fluorescence profile; GSH beads flow cytometry, compound fluorescence 488/530 nm; hits give high values; 190,000 compounds, 0.25% hits; fluorescence (KMESF) at 10 µM; in the data active = fluorescence above about 89;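 note: glutathione beads carrying GST-tagged Bcl family fusion proteins plus one bare bead set; values are compound well signal with DMSO vehicle wells as background; inactives centre near 16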
ABCB1 inh – inhibitors of human ABCB1 transporter, ABCG2 counter-screen. CCRF-Adr cells, JC-1 efflux, flow cytometry. inhibition, % at 6.6 µM. 190,000 compounds, 0.067% hits. AID 1326; in the data active = inhibition above about 40%;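 note: 0% = vehicle and 100% = reference inhibitor; higher value means more JC-1 retained so stronger ABCB1 efflux block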
RGS4-Gao reg – human RGS4-Galphao interaction regulation. P09471. binding response (% of control), % at 10 µM. Multiplexed bead flow cytometry, RGS4-Galphao binding; actives lie on both sides. 220,000 compounds, 0.33% hits; in the data active = binding response below about 49% or above about 150%; inactive = in between;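 note: fluorescent Galphao activated with aluminum fluoride binding bead-coupled RGS4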
Bim-Bcl-B – inhibitors of Bim-Bcl-B interaction, human; bead-based flow cytometry, Bim peptide-Bcl-B binding; inhibition, % at 10 µM; 190,000 compounds, 0.073% hits; AID 951;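 note: 0% = tracer peptide without compound and 100% = reference inhibitor peptide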
Target sequence (Q9HD36 whole entry, looked up): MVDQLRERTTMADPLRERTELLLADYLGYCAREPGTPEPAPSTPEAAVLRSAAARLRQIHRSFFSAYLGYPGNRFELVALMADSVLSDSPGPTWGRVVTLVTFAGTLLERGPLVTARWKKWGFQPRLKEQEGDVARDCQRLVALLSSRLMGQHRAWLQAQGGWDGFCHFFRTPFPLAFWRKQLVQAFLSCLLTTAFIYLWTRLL
RGS8-Gao reg – human RGS8-Galphao interaction regulation; AID 1423; multiplexed bead flow cytometry, RGS8-Galphao binding; actives lie on both sides; 220,000 compounds, 0.34% hits; response (percent of control binding), % at 10 µM; in the data active = response below about 60% or above about 140%; inactive = in between;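 note: Galphao activated as the GDP aluminium fluoride complex binding bead-coupled RGS8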
ABCG2 inh – inhibitors of human ABCG2 transporter, ABCB1 counter-screen; Q9UNQ0; IgMXP3 cells, JC-1 efflux, flow cytometry; inhibition, % at 6.6 µM; 190,000 compounds, 0.1% hits;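 active = inhibition above 80%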;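 note: 0% = DMSO and 100% = nicardipine control wells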
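Assay system – ABCG2 IgMXP3 and barcoded ABCB1 CCRF-Adr cell mix · Input – 3 million cells/mL in well · Reagent – JC-1 fluorescent substrate · Compound – single test compound dose, 6.6 µM final · Timing – 10 min exposure at 25 °C with rotation, no wash · Detection – flow cytometry of retained JC-1 fluorescence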
Bim-Bfl-1 – disrupts Bim binding to human Bfl-1. Bead-based flow cytometry, Bim-Bfl-1 binding inhibition. inhibition, % at 10 µM. 190,000 compounds, 0.12% hits. AID 1008;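 note: 0% = wells without compound plus tracer and 100% = blocker peptide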
Numbers without * were called inactive; ? = inconclusive; & = joins results of further samples; [ ] = remark or other dose. Cut-off read from the data, not from the text of the source, unless noted: active = inhibition above about 40%. Outcome played no part in choosing rows; about 1.1% have a hit in one of these screens.

The line under a structure holds: Bcl-XL Bim block | ABCB1 inh | ABCG2 inh | Bim-Bfl-1 | RGS8-Gao reg | RGS4-Gao reg | Bcl-W Bim block | GSH bead fluor | Bcl-2 Bim block | RGS7-Gao reg | Bim-Bcl-B
Nc1nnc(CC(=O)N/N=C/c2cccc(OCCOc3ccccc3)c2)s1
→ -10 | -0.8 | -2 | -3 | 86 | 96 | -4 | 33 | -2 | 93 | -6
COc1cccc(CNS(=O)(=O)c2ccc3c(c2)CCN3C(=O)C2CC2)c1
→ 0 | 2.0 | 9 | -4 | 98 | 97 | -3 | 10 | 3 | 101 | 12
CC1(C)CC(=O)C(C(C2=C(O)CC(C)(C)CC2=O)c2ccc(Cl)c([N+](=O)[O-])c2)C(=O)C1 (stereo not given)
→ 1 | 0.6 | 2 | 9 | 92 | 96 | -1 | 30 | 0 | 91 | 5
CCOC(=O)C1CCCN(S(=O)(=O)c2ccc(C)cc2)C1 (stereo not given)
→ -5 | 2.0 | 38 | -16 | 97 | 104 | -1 | 22 | -8 | 101 | -7
CCc1ccc(NC(=S)N(Cc2cccnc2)Cc2ccco2)cc1
→ -3 | 0.4 | 1 | -6 | 100 | 102 | 0 | 9 | 0 | 103 | -2
CN(Cc1ccccc1)C(=O)CCCn1c(=O)[nH]c2cc(Cl)ccc2c1=O
→ 0 | -2.1 | -2 | -13 | 97 | 99 | 0 | 36 | -9 | 99 | -7
O=C(Nc1ccccc1C(=O)O)c1ccc(NC(=O)c2ccc(Br)o2)cc1
→ -5 | -1.5 | -11 | -8 | 103 | 99 | -4 | 30 | -7 | 98 | -7
Cc1ccc(/C=C/C(=O)O)cc1S(=O)(=O)NCCO
→ -10 | 0.4 | 2 | -20 | 99 | 101 | 0 | 25 | -9 | 101 | -11
CCOC(=O)c1ccc(COc2ccc(C(C)C)cc2)o1
→ -1 | 0.0 | 4 | -5 | 95 | 94 | 1 | 20 | -3 | 99 | -2
CCC(C)n1nccc1NC(=O)C(C)OC(=O)c1cc2ccccc2[nH]1 (stereo not given)
→ 0 | 0.8 | 6 | -1 | 100 | 97 | -1 | 27 | 0 | 100 | -2
O=C(CCC(=O)N/N=C/c1c[nH]c2ccccc12)NCc1ccccc1
→ -8 | 0.0 | 0 | -3 | 106 | 101 | -5 | 10 | -2 | 100 | -8
Cc1cccc(Sc2c([N+](=O)[O-])ncn2C)n1
→ -5 | 0.2 | 1 | -1 | 99 | 98 | 0 | 8 | 0 | 100 | 0
CCOC(=O)CSc1nc2ccc(NC(C)=O)cc2s1
→ -14 | 0.1 | 1 | -18 | 101 | 104 | -2 | 31 | -10 | 101 | -13
O=c1c2sc3nc(N4CCOCC4)c4c(c3c2ncn1CCc1ccccc1)CCCC4
→ 5 | 4.3 | 7 | 8 | 93 | 89 | 3 | 7 | 2 | 94 | 3
c1ccc(Cc2nn3c(C4COc5ccccc5O4)nnc3s2)cc1 (stereo not given)
→ 7 | 0.2 | 0 | 18 | 98 | 102 | 2 | 27 | -3 | 110 | -31
O=C(c1ccc(Cl)c(S(=O)(=O)NCc2ccco2)c1)N1CCN(c2ccccc2F)CC1
→ -3 | 2.6 | 28 | -12 | 102 | 102 | 1 | 23 | -10 | 107 | -4
Cc1ccc(C2CC(c3ccccc3C)n3nc(N)nc3N2)cc1 (stereo not given)
→ -3 | 0.2 | 0 | -11 | 102 | 105 | 0 | 17 | -6 | 99 | -1
CCN(CCn1cccn1)C(=O)CCc1nnc(Cc2c[nH]c3ccccc23)o1
→ -4 | 0.1 | 2 | -7 | 100 | 98 | -4 | 13 | -4 | 104 | -5
Cc1cc(C)nc(SC(C)C(=O)N/N=C/c2cccs2)n1 (stereo not given)
→ 3 | 0.7 | 13 | 0 | 100 | 100 | 0 | 31 | 1 | 103 | 1
COc1ccc(OC)c(Cc2nnc(CCC(=O)NC3C4CC5CC(C4)CC3C5)o2)c1 (stereo not given)
→ -4 | 0.1 | 0 | -7 | 108 | 107 | -3 | 8 | -4 | 106 | -2

Continuation.
The line under a structure holds: Bcl-XL Bim block | ABCB1 inh | ABCG2 inh | Bim-Bfl-1 | RGS8-Gao reg | RGS4-Gao reg | Bcl-W Bim block | GSH bead fluor | Bcl-2 Bim block | RGS7-Gao reg | Bim-Bcl-B
CCOC(=O)CN1C2=NCCCN2c2ccccc21
→ 1 | -0.2 | 0 | 4 | 98 | 92 | 0 | 17 | -1 | 90 | 2
CSc1ccccc1C(=O)Nc1cc(C)ccc1C
→ -1 | 0.2 | 2 | -4 | 106 | 106 | 0 | 19 | -2 | ? | -2
O=C(Nc1ccccc1)OCCOc1ccccc1
→ -2 | 0.2 | 0 | -3 | 98 | 103 | -1 | 21 | -3 | 99 | -2
COCCNC(=O)CN(C(=O)CCC(=O)Nc1cc(C)on1)c1ccc(C)cc1C
→ 0 | 0.0 | 0 | -1 | 100 | 101 | 1 | 12 | -2 | 102 | 0
CC(=O)N1CCN(c2cc(N3CCc4ccccc4C3)c(F)cc2[N+](=O)[O-])CC1
→ -1 | 2.3 | 6 | 27 | 101 | 90 | 1 | 10 | -4 | 93 | -4
O=C(CN1CCN(Cc2ccccc2)CC1)Nc1ccc2c(c1)CCC2
→ 0 | 1.0 | 2 | -9 | 99 | 97 | -1 | 8 | 0 | 99 | -3
C/C=C/C=N/Nc1nc(-c2ccc([N+](=O)[O-])cc2)cs1
→ -7 | -0.7 | -3 | 2 | 87 | 89 | -4 | 13 | -19 | 87 | -7
NCCOc1ccc(C23CC4CC(CC(C4)C2)C3)cc1
→ -4 | 0.0 | 1 | -4 | 101 | 100 | 0 | 15 | -1 | ? | -6
c1ccc(Oc2cc(-n3cncn3)ncn2)cc1
→ -12 | 0.0 | 1 | -4 | 95 | 91 | -11 | 18 | -4 | 91 | -8
Cc1ccc(C(=O)NN2C(=O)c3ccc(S(=O)(=O)c4ccc(C(=O)O)cc4)cc3C2=O)cc1
→ -3 | 1.7 | 7 | -3 | 104 | 103 | -1 | 21 | 0 | 93 | -7
CCOC(=O)c1sc2nc(C)nc(Nc3ccc(OC)cc3)c2c1C
→ 3 | 1.4 | 47 | 1 | 125 | 110 | 3 | 11 | 2 | 110 | 3
COc1ccc(/C=N/NC(=O)Cn2nnc3ccccc32)cc1OC
→ -6 | 0.1 | 1 | -4 | 101 | 103 | -4 | 16 | 0 | 99 | 1
Cc1[nH]c2ccccc2c1C(c1ccncc1)N1CCN(c2ccccc2F)CC1 (stereo not given)
→ -4 | 10 | 10 | 0 | 93 | 119 | -1 | 10 | 0 | 160*[activator] | -3
CCCCCn1c(=N)n(CC(O)COc2ccccc2OC)c2ccccc21 (stereo not given)
→ -4 | -3.1 | -3 | 0 | 100&94 | 106&89 | -1 | 19 | -4 | ? | -3
CCCCC(=O)N(CCOC)c1nnc(-c2ccc(OC)cc2)s1
→ 2 | 0.2 | 1 | 1 | 84 | 86 | 3 | 6 | 2 | 91 | -4
COc1ccc(-c2csc(-n3ncc(-c4cccs4)c3N)n2)cc1
→ -3 | 0.2 | 2 | -1 | 102 | 100 | -1 | 17 | -5 | 100 | -1
COc1cc(C(=O)NCc2cccc3ccccc23)ccc1OCc1ccccc1
→ -5 | 0.8 | 5 | -10 | 102 | 102 | 3 | 14 | -6 | 100 | -5
CCOC(=O)CSc1nc(-c2ccc(OC)cc2)ns1
→ 0 | 0.5 | 2 | -8 | 103 | 99 | 0 | 25 | -9 | 104 | -17
NC(=S)N/N=C/c1coc2c(ccc3ccccc32)c1=O
→ -3 | -0.5 | -2 | 2 | 99 | 100 | -6 | 14 | 3 | 99 | -2
COc1cccc(NC(=S)/C(=C(\[O-])c2ccc(C)c([N+](=O)[O-])c2)[n+]2ccccc2)c1
→ 0 | 0.7 | 2 | 2 | 97 | 98 | 1 | 17 | -3 | 99 | -16

Next compounds follow:
The line under a structure holds: Bcl-XL Bim block | ABCB1 inh | ABCG2 inh | Bim-Bfl-1 | RGS8-Gao reg | RGS4-Gao reg | Bcl-W Bim block | GSH bead fluor | Bcl-2 Bim block | RGS7-Gao reg | Bim-Bcl-B
O=C(Oc1ccc2ccc(OC(=O)N3CCOCC3)cc2c1)N1CCOCC1
→ -3 | 0.1 | 1 | -8 | 99 | 97 | 0 | 11 | -9 | 101 | -8
COc1ccc(N2CCN(c3cnc4ccccc4n3)CC2)cc1
→ 0 | 0.4 | 1 | 0 | 99 | 97 | 2 | 11 | 1 | 103 | -4
C=CCn1c(-c2cccn(Cc3ccc(Cl)cc3)c2=O)n[nH]c1=S
→ -3 | -0.5 | -1 | 0 | 100 | 103 | 2 | 26 | -1 | 100 | -9
O=C(COC(=O)c1ccc(S(=O)(=O)NCc2ccco2)cc1)c1ccccc1
→ -7 | -0.1 | -2 | -17 | 102 | 100 | -4 | 11 | -13 | 102 | -11
CCN(CCCNC(=O)CC1Oc2ccc(C)cc2NC1=O)Cc1ccccc1 (stereo not given)
→ -3 | -2.2 | -2 | -5 | 99 | 97 | 1 | 18 | -7 | 99 | -10
CC(C)(C)S(=O)(=O)c1ccsc1C(=O)O
→ -10 | 0.1 | 1 | -17 | 106 | 106 | -5 | 15 | -7 | 107 | -6
COc1ccc(C2OC(=O)c3ccccc3S2)cc1 (stereo not given)
→ -2 | 0.4 | 2 | -1 | 102 | 104 | 0 | 14 | -4 | 98 | -1
Cc1ccccc1C(=O)Nc1cc(S(=O)(=O)N2CCCCC2)ccc1N1CCN(C)CC1
→ -7 | -1.0 | -2 | -2 | 103 | 104 | -2 | 8 | -2 | 106 | -3
O=C(CSCC(=O)OCn1nnc2ccccc2c1=O)Nc1ccc(Cl)cc1
→ -2 | 0.3 | 1 | 4 | 101 | 98 | 0 | 16 | -3 | 101 | -4
C/C(CCC(C)C)=N\NC(=S)NCc1ccccc1
→ -1 | 0.5 | 3 | -2 | 100 | 101 | 0 | 14 | -2 | ? | -12
CCCCn1nnc(NC(=O)c2cc3ccccc3o2)n1
→ 1 | 0.6 | 2 | 0 | 148*[activator] | 134 | -1 | 33 | 0 | 127 | -1
COc1ccc(C2NC(=O)NC(O)(C(F)(F)F)C2C(=O)c2ccc(C)cc2)cc1 (stereo not given)
→ 1 | 0.7 | 2 | -2 | 97 | 96 | -4 | 10 | -1 | 93 | -4
CC(C)CSc1nc2ccccc2[nH]1
→ -1 | 1.0 | 14 | 5 | 96 | 95 | 0 | 18 | -1 | 93 | -1
CCN(CC)CCNS(=O)(=O)c1ccc(C(=O)NN)cc1
→ -7 | -0.5 | -1 | -3 | 97 | 88 | 0 | 13 | -2 | ? | -4
CCNC(=O)N1c2ccc(OCC)cc2C(C)=CC1(C)C
→ 33 | 1.4 | -1 | 40* | 99 | 96 | 18 | 19 | 24 | 97 | 20
CC(=O)N1CCC(Nc2ccc(C)cc2)CC1
→ 0 | 0.6 | 3 | -4 | 104 | 105 | 2 | 21 | -6 | 108 | -3
O=C(O)c1cn(C2CC2)c2cc(N3CCN(S(=O)(=O)c4ccc5c(c4)OCCO5)CC3)c(F)cc2c1=O
→ -2 | 1.6 | 5 | -4 | 96 | 95 | 0 | 14 | 0 | ? | -2
